DUSP3 inh: VHR1 phosphatase inhibitors, primary screen, biochemical, absorbance, uHTS; 0.52% of 290,000 active; inhibition, % at 13.3 µM; Dual specificity protein phosphatase 3 (Homo sapiens), P51452; recombinant VHR phosphatase, pNPP absorbance; AID 1654, 2009; in the data active means inhibition above about 50%; further: some compounds called inactive have numbers as strong as hits
Target sequence (P51452 whole entry, looked up): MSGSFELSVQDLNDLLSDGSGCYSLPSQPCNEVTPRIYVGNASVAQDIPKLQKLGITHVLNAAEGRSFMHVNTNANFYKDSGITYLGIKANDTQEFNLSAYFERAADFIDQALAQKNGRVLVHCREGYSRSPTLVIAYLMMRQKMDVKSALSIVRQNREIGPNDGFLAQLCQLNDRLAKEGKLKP
SSB-PriA inh: inhibitors of Klebsiella pneumoniae PriA binding to SSB C-terminal tail, primary screen, biochemical, AlphaScreen. PriA–SSB C-terminal tail interaction (Klebsiella pneumoniae). AlphaScreen SSBct-PriA binding, biotinylated peptide. inhibition, % at 33 µM. 0.6% of 430,000 active; in the data active means inhibition mostly above about 37%, no sharp cut-off; inactive means mostly below about 20%;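 further: plate controls were negative control peptide for no effect and reference peptide for full effect; strong numbers were not always called active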
Rv3671c inh: Rv3671c serine protease inhibitors, primary screen, biochemical, fluorescence polarization, M. tuberculosis H37Rv | 0.048% of 320,000 active | P9WHR9 | inhibition, % at 5.96 µM; in the data active means inhibition above about 38%;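 further: extracellular domain of Rv3671c used as enzyme; 0% = enzyme with DMSO and 100% = no enzyme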
Target sequence (P9WHR9 whole entry, looked up, the tested form may be a part): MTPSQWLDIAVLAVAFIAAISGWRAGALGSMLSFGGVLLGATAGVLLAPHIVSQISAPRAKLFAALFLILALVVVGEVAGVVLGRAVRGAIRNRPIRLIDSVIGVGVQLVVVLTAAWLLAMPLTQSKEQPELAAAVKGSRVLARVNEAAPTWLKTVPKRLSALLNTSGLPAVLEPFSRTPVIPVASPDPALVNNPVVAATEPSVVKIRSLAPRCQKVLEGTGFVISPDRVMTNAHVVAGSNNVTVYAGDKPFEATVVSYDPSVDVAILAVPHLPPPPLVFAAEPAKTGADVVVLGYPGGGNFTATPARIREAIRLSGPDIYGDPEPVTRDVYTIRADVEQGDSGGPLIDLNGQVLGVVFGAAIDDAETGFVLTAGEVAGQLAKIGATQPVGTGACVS
GDH-TPI inh: GDH-TPI coupling enzyme inhibitors, primary screen, artefact control for M. tuberculosis FBA inhibitor project, biochemical, absorbance, full deck; 1.2% of 360,000 active; AID 588335, 2011; GDH-TPI coupled enzyme counterscreen, NADH absorbance; inhibition, % at 4.8 µM; in the data active means inhibition above about 30%;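 further: 0% = DMSO wells and 100% = wells lacking the enzyme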
BioA inh: M. tuberculosis BioA enzyme inhibitors, primary screen, biochemical, plate reader, single point, HTS; 0.096% of 360,000 active; inhibition, % at 9.99 µM; purified M. tuberculosis BioA enzyme; in the data active means inhibition above about 40%
FBA Mtb inh: Mtb FBA enzyme inhibitors, primary screen, biochemical, fluorescence, strain H37Rv; 2.3% of 360,000 active; purified M. tuberculosis FBA, fluorescence read-out; AID 588726, 2011; inhibition, % at 1 µM; in the data active means inhibition above about 27%;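 further: 0% = vehicle and 100% = reference inhibitor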
Target sequence (P9WQA3 whole entry, looked up): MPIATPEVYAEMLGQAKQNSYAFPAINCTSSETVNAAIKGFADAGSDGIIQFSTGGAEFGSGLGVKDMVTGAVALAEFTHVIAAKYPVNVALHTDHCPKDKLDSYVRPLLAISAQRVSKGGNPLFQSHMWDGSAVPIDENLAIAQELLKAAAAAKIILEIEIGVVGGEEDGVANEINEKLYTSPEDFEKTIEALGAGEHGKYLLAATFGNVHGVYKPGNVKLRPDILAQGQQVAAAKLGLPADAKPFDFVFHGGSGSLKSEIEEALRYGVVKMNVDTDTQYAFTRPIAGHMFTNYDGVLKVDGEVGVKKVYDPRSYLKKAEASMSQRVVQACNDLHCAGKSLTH
BH1578 lux ind: inducers of Vibrio cholerae quorum light production without autoinducers, primary screen, BH1578 luxS cqsA deficient, single point. V. cholerae BH1578 lux reporter, luminescence, 6 h. activation, % at 18.7 µM. AID 588436, 2011. 0.16% of 350,000 active; in the data active means activation mostly above about 9.7%, no sharp cut-off; further: not every result past the cut was called active; inactives centre near 0; reference of the scale not given here
SARS 3CLpro inh: SARS-CoV 3CLpro protease inhibitors, primary screen, biochemical, quenched FRET; 0.14% of 290,000 active; AID 1706, 2009; inhibition, % at 6 µM; recombinant SARS-CoV 3CLpro, quenched FRET peptide cleavage; in the data active means inhibition above about 12%
MazEF act: activators of E. coli MazEF toxin-antitoxin RNase, primary screen, biochemical, fluorescence, uHTS. Endoribonuclease toxin MazF (Escherichia coli (strain K12)), P0AE70. FAM/BHQ RNA-DNA oligo cleavage fluorescence, 5 h. activation, % at 20 µM. 0.32% of 350,000 active; in the data active means activation above about 50%
Target sequence (P0AE70 whole entry, looked up): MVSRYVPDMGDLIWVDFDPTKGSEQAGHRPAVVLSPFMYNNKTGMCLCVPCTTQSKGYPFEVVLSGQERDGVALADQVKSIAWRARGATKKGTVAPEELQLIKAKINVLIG
UGM FP inh: M. tuberculosis UGM enzyme inhibitors, primary screen, biochemical, fluorescence polarization, single point; UDP-galactopyranose mutase (Mycobacterium tuberculosis (strain ATCC 25618 / H37Rv)), …; purified UGM, fluorescence polarization probe displacement; inhibition, % at 10 µM; 0.06% of 320,000 active; AID 504406, 2011; in the data active means inhibition above about 10%, passing the limit was not always enough
* = called active by the depositor; i = inactive; x = no result given; & = joins results of further samples. Some of the compounds tested, so the mix of outcomes need not match the whole.

item	molecule	BioA inh	DUSP3 inh	GDH-TPI inh	SSB-PriA inh	UGM FP inh	SARS 3CLpro inh	Rv3671c inh	MazEF act	BH1578 lux ind	FBA Mtb inh
1	O=C(O)CNS(=O)(=O)/C=C/c1ccccc1	x	4.0	5.1	-9.7&3.0	0.2	1.3	3.5	-4.3	-1.0	1.8
2	c1ccc(CSc2ncnc3c2sc2nc(N4CCOCC4)c4c(c23)CCCC4)cc1	-1.8	23.2	12.5	2.4	-2.2	0.2	-3.1	-11.6	i	3.1
3	COCCSc1ccccc1C(=O)Nc1nnc(C)s1	0.0	-1.0	-12.5	-5.3	-0.1	2.7	-6.5	-3.5	-0.3	-3.7
4	CCCCc1nc2cc(C(=O)N3CCCC3)ccc2o1	0.8	9.2	-15.3	-12.8	2.2	-0.3	8.6	6.0	0.1	-0.8
5	N#Cc1ccc(OCc2ccc(C(=O)O)o2)cc1	x	13.0	5.2	0.8	4.3	-2.8	2.2	4.3	i	0.8
6	O=C1CCC[C@@H]2[C@H]3CCC[N+]4([O-])CCC[C@@H](CN12)[C@@H]34 (some centres undefined)	-1.0	19.7	1.8	-5.3	1.4	1.0	2.7	8.9	-0.5	0.8
7	Nc1nc(SCC(=O)N2CCCc3ccccc32)[nH]c(=O)c1-c1ccccc1	2.2	20.4	0.0	14.8	3.4	-5.8	-0.7	-13.0	i	-1.8
8	CN(C(=O)c1ccccc1)C(=O)c1ccccc1	-5.5	x	17.7	x	x	x	x	5.5	i	2.7
9	CN(CC(=O)Nc1ccc(F)cc1)CC(=O)N1CCCCC1	-0.1	x	-0.4	-23.0	0.5	x	-3.4	1.9	i	-1.7
10	Fc1ccc(C2NCCc3[nH]cnc32)cc1 (centres undefined)	0.1	-7.5	12.3	-0.9	-1.0	-2.4	1.2	7.1	-0.6	-3.4
11	CCn1ncc(Br)c1C(=O)Nc1sc2c(c1C(=O)OC)CCC2	-2.2	x	-7.5	-12.9	-0.5	5.0	3.4	8.4	i	-4.6
12	O=C(COC(=O)/C=C/c1ccco1)Nc1cc(S(=O)(=O)N2CCOCC2)ccc1Cl	-0.4	x	7.6	-2.0	0.1	x	2.1	0.5	-0.4	4.1
13	O=C(O)C1CCC(CNS(=O)(=O)c2ccccc2)CC1 (centres undefined)	1.3	-3.3	0.4	-13.5	1.6	-0.7	6.9	-8.5	-1.2	6.8
14	O=C(CSCc1ccc(Cl)cc1)NN=C1CCCCCC1	x	18.0	-0.8	-16.3	1.4	5.5	-5.7	-6.0	-3.6	-4.1
15	Cn1nc(C(=O)Nc2sccc2C(N)=O)ccc1=O	x	-6.2	7.9	2.8	0.1	-1.7	3.6	10.8	-1.7	-2.6

Continued, overlapping the part above by 2 compounds.
item	molecule	BioA inh	DUSP3 inh	GDH-TPI inh	SSB-PriA inh	UGM FP inh	SARS 3CLpro inh	Rv3671c inh	MazEF act	BH1578 lux ind	FBA Mtb inh
14	O=C(CSCc1ccc(Cl)cc1)NN=C1CCCCCC1	x	18.0	-0.8	-16.3	1.4	5.5	-5.7	-6.0	-3.6	-4.1
15	Cn1nc(C(=O)Nc2sccc2C(N)=O)ccc1=O	x	-6.2	7.9	2.8	0.1	-1.7	3.6	10.8	-1.7	-2.6
16	CCN1CCN(C(=O)c2ccc(Sc3ccccc3Cl)c([N+](=O)[O-])c2)CC1	x	8.4	-2.2	29.7	2.5	3.9	-15.4	-4.1	-0.7	-0.3
17	COc1ccc(C(=O)N/C(=C/c2cccnc2)C(=O)Nc2cccc(C(C)=O)c2)cc1OC	x	11.8	3.7	-1.2	5.2	-0.6	1.8	0.3	-0.1	1.0
18	COc1ccc(N2CC(C(=O)N[C@H](C(=O)NC3CCCCC3)C(C)C)CC2=O)cc1 (some centres undefined)	-2.5	12.5	7.4	1.6	-1.1	-4.6	-5.6	4.3	-0.3	1.5
19	COc1ccc(S(=O)(=O)N2CCC(C(=O)N[C@H](C(=O)NCc3ccco3)C(C)C)CC2)cc1	-1.4	-9.0	5.9	-1.7	3.6	4.8	-3.6	-1.3	-0.3	3.1
20	CN(C)C(=O)N1CCCC(C(=O)NCCc2ccccc2)C1 (centres undefined)	1.9	-0.7	0.0	0.0	-1.7	2.7	2.1	4.0	-0.1	4.7
21	Cc1cc(C)nc(N2CCN(c3nnnn3-c3ccccc3)CC2)n1	-0.5	6.7	4.9	-7.1	-0.3	3.1	3.1	-1.0	-0.3	6.5
22	CC(C)NC(=S)N1CCN(c2ncccn2)CC1	x	-1.5	2.2	-7.5	-2.3	-2.9	1.2	-4.2	-0.2	1.0
23	Cc1cc(-c2n[nH]c(=S)n2/N=C/C=C/c2ccco2)n[nH]1	-0.7	21.3	9.0	x	0.2	0.1	8.0	-1.4	i	0.9
24	Cc1cc2oc(=O)cc(CSc3nnc(-c4cccs4)o3)c2cc1C(C)C	x	4.7	12.1	-12.5	0.9	3.5	-17.2	-3.9	-2.1	3.5
25	CCCCn1c(N)c(N(CCOC)C(=O)c2cc(CC)c(C)s2)c(=O)[nH]c1=O	0.0	x	1.1	-6.7	-0.5	x	2.7	-3.6	-0.6	2.6
26	c1ccc(-c2nnc(SCc3nc4ccccc4[nH]3)n2Cc2ccco2)cc1	0.4	7.1	6.6	4.6	0.6	4.0	-7.7	-0.2	i	2.2
27	O=C(NNC(=O)C1CCN(Cc2ccccc2)CC1)c1cccs1	x	-12.6	5.1	-0.6	-2.3	0.1	-2.4	1.4	-0.1	3.0
28	O=C(c1ccc(S(=O)(=O)Nc2ccccc2)cc1)N1CCCC(C(F)(F)F)C1 (centres undefined)	2.5	3.6	6.5	-6.1	-1.2	-3.0	-4.7	-9.6	-0.1	3.5
29	Cc1onc(-c2ccccc2)c1C(=O)N1CCC(C)CC1	-1.2	13.6	3.7	-10.8	-3.0	-5.8	2.9	4.1	i	-4.8
30	CCN(CC(=O)Nc1cc(Cl)ccc1OC)CC(=O)NC1CCS(=O)(=O)C1 (centres undefined)	1.8	15.0	7.8	-4.3	-0.5	1.2	0.7	3.6	7.4	2.3

Looked up by structure from the list above, 2 records:
item	molecule	BioA inh	DUSP3 inh	GDH-TPI inh	SSB-PriA inh	UGM FP inh	SARS 3CLpro inh	Rv3671c inh	MazEF act	BH1578 lux ind	FBA Mtb inh
28	O=C(c1ccc(S(=O)(=O)Nc2ccccc2)cc1)N1CCCC(C(F)(F)F)C1 (centres undefined)	2.5	3.6	6.5	-6.1	-1.2	-3.0	-4.7	-9.6	-0.1	3.5
26	c1ccc(-c2nnc(SCc3nc4ccccc4[nH]3)n2Cc2ccco2)cc1	0.4	7.1	6.6	4.6	0.6	4.0	-7.7	-0.2	i	2.2

More results:
item	molecule	BioA inh	DUSP3 inh	GDH-TPI inh	SSB-PriA inh	UGM FP inh	SARS 3CLpro inh	Rv3671c inh	MazEF act	BH1578 lux ind	FBA Mtb inh
31	C#CCOc1nc2c(c(=O)n(C)c(=O)n2C)n1Cc1ccccc1	x	25.3	-1.6	0.6	-0.8	4.2	-2.1	2.5	-0.2	4.1
32	CCc1ccc(-c2ccc(SCC(=O)NCC3CCCO3)nn2)cc1 (centres undefined)	x	9.6	-2.5	-2.9	-2.0	-2.0	-0.8	0.7	0.4	-0.8
33	CC(OC(=O)c1cccc(N2C(=O)c3ccccc3C2=O)c1)C(=O)Nc1ccc(N(C)C)cc1 (centres undefined)	x	8.2	0.3	2.9	2.7	5.0	-2.4	3.4	2.5	1.3
34	CC1CCCCN1C(=O)COC(=O)/C=C/c1ccc2ccccc2n1 (centres undefined)	-0.9	17.9	-0.9	-10.1	0.4	0.7	4.3	3.5	-1.3	-1.7
35	Cc1oc(-c2ccc(Cl)cc2)nc1CN1CCCC(C(=O)N2CCN(C(=O)c3ccco3)CC2)C1 (centres undefined)	0.2	52.3*	3.0	-6.6	-0.6	3.1	6.8	5.3	i	-0.8
36	Cc1ccc(CNC(=O)CCc2ccc(S(=O)(=O)NCC(C)C)cc2)cc1	3.9	16.4	0.3	1.3	-1.7	3.2	-12.8	-5.6	-0.5	2.7
37	Cc1ccc2cccc(OCC(=O)N3CC(C)CC(C)C3)c2n1 (centres undefined)	x	13.2	6.1	2.9	6.8	-1.2	-3.0	7.6	i	7.6
38	COc1cc(C2NCc3ccccc3-n3cccc32)ccc1O (centres undefined)	0.2	2.4	-4.8	14.6	-1.4	-1.5	9.7	2.5	i	0.7
39	Cc1ccc(C(=O)NC(=S)Nc2ccccc2C(F)(F)F)cc1C	-1.9	21.9	7.5	-2.0	-4.4	-1.1	-11.4	-10.7	0.1	-2.5
40	CN1C(=O)/C(=N/OC(=O)c2ccccc2Br)c2ccccc21	x	4.0	8.4	x	-0.6	3.8	-14.3	1.4	-0.2	1.0
41	COc1ccc(-n2c(CCc3ccccc3)nnc2SCC(=O)NCc2ccccc2)cc1	3.1	26.1	3.7	-4.2	0.1	5.9	-1.4	2.9	3.9	3.3
42	CC(=O)CC(=O)Nc1ccc(C(N)=O)cc1	x	0.9	1.8	-4.5	0.9	0.0	-5.2	3.4	-0.3	-3.6
43	CN(c1cccc(NC(=O)c2ccc(C(C)(C)C)cc2)c1)S(C)(=O)=O	0.4	3.9	-0.6	-9.2	0.3	5.5	-3.8	-0.7	-2.1	0.3
44	COc1ccccc1CNC(=O)N/C=C/c1ccc(Cl)cc1	-2.2	14.4	-4.8	-11.9	0.5	-2.0	7.2	-1.3	1.0	0.0
45	C[C@H](NC(=O)NCc1ccc(F)cc1)C(=O)O	x	-5.4	0.4	-16.5	2.0	-1.4	-10.1	3.3	i	0.8
46	C=CCN1C(=O)C(Cc2ccccc2Cl)SC1=Nc1ccc(C(=O)O)cc1 (centres undefined)	12.5	13.3	9.9	-11.2&7.0	1.7	5.4	5.8	-1.1	-0.4	-2.4
47	COc1ccccc1N1CCN(C(=O)C(C)NC(=O)c2ccco2)CC1 (centres undefined)	0.0	x	-3.9	2.6	0.4	x	-2.0	-5.0	i	-0.3
48	CCOc1ccc(CC(=O)C2=C(N3CCOCC3)CC(C)(C)CC2=O)cc1OCC	-0.5	10.2	8.5	-14.2	-1.7	3.5	-7.0	6.5	-0.3	-6.3
49	S=C1SCN(Cc2cccnc2)CN1Cc1ccccc1	2.3	-9.8	7.3	-0.8	3.6	1.0	7.6	-1.9	5.2	-2.4
50	Cc1c(NC(=O)CN2c3cccc4cccc(c34)S2(=O)=O)c(=O)n(-c2ccccc2)n1C	x	32.8	-1.9	-4.3	1.4	-0.1	2.9	-2.3	3.1	-2.6
51	O=[N+]([O-])c1ccc2cn[nH]c2c1	-0.6	-6.8	15.9	3.9	-1.7	3.9	3.8	10.0	8.3	7.3
52	CCCc1cc(=O)n2[nH]c(NCc3cccs3)nc2n1	-0.1	15.6	1.8	-8.5	-1.3	3.4	-7.5	-4.0	i	-2.2
53	C=CCn1c(CCC(=O)Nc2ccc(C)c(Cl)c2)nnc1SCC(=O)Nc1ccccc1C	0.7	7.2	0.4	7.3	1.2	-1.9	3.0	-9.0	-0.1	-0.6
54	CN(c1ccc(OCC(=O)O)cc1)S(=O)(=O)c1ccc2ccccc2c1	1.9	18.2	-0.7	2.6	2.0	-8.6	-8.6	0.1	i	1.0
55	CC(C)C(=O)NC(c1ccccc1)c1cc([N+](=O)[O-])c2cccnc2c1O (centres undefined)	x	-7.8	-1.4	42.6	-1.7	-1.0	12.2	5.4	-0.2	-20.8
56	COc1ccc(-n2nc3cc(C)c(NC(C)=O)cc3n2)cc1	-2.0	13.8	6.7	-10.7	-1.7	-3.8	1.7	8.6	-0.2	113.9*

Screens: PubChem BioAssay, several laboratories
